# Screening data (PubChem)
# HIV fusion peptide – cell-free HIV fusion peptide-binding blockers – biochemical, uHTS, fluorescence dequenching, primary screen (AID 1986); inhibition, % at 20 µM, or IC50 in µM where a hit was titrated; cell-free peptide binding, fluorescence dequenching, 30 min; higher % means a stronger effect; 0.3% of 290,000 active; in the data active = inhibition mostly above about 52%, no sharp cut-off; inactive = mostly below about 76%; note: some results filed as inactive read as strong as hits
# LYP phosphatase – PTPN22 lymphoid phosphatase activity blockers – biochemical, fluorescence intensity, uHTS (AID 1779); recombinant LYP phosphatase, fluorescence intensity; higher % means a stronger effect; one-dose inhibition, % at 11.5 µM; IC50 in µM for titrated hits; 0.054% of 290,000 active; in the data active = inhibition above about 50%;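 note: plate controls were vehicle with enzyme for no effect and no enzyme for full effect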
# AID2073 – disruptors of CaV2.2 binding to Mint1 – biochemical, HTRF (AID 2073) | HTRF protein-protein interaction, Mint1-CaV2.2; higher % means a stronger effect | inhibition, % at 20 µM, or IC50 in µM where a hit was titrated | 0.19% of 290,000 active; in the data active = inhibition mostly above about 51%, no sharp cut-off; inconclusive = no clear call, values can overlap the other calls; inactive = mostly below about 53%; note: some results filed as inactive read as strong as hits
# Large T inhibition – TAg ATPase/helicase activity blockers – biochemical (AID 1903) | SV40 large T antigen ATPase/helicase inhibition assay; higher % means a stronger effect | one-dose inhibition, % at 20 µM; IC50 in µM for titrated hits | 0.39% of 310,000 active; in the data active = a potency from the dose series; inconclusive = inhibition mostly from about 32% at the one dose, without a potency; inactive = the rest, 99 in 100 with inhibition below about 32%; note: strong numbers were not always called active
# Dengue-2 NS5 capping – flavivirus cap methylation enzyme inhibition – biochemical, confirmation dose response, primary screen (AID 588689); Dengue-2 NS5 methyltransferase capping enzyme assay, biochemical; higher % means a stronger effect; 0.3% of 340,000 active; inhibition, % at 25 µM; hits with a dose series show IC50 in µM; in the data active = a potency from the dose series; inconclusive = inhibition above about 29% without an active follow-up result
# RSV antiviral HEp-2 – inhibition of RSV-induced cytopathic effect – HEp-2 cells, primary 10 µM value included (AID 2391); HEp-2 cells, RSV-induced CPE inhibition; higher % means a stronger effect; 0.13% of 310,000 active; one-dose CPE inhibition, % at 10 µM; IC50 in µM for titrated hits; in the data active = a potency from the dose series; inconclusive = CPE inhibition mostly from about 23% at the one dose, without a potency; inactive = the rest, 99 in 100 with CPE inhibition below about 21%; note: strong numbers were not always called active
# XIAP antagonists – small molecules displacing peptide from XIAP – biochemical, IAP family, fluorescence polarization (AID 1018) | XIAP BIR domain, fluorescence polarization peptide displacement; higher % means a stronger effect | displacement, % at 20 µM, or IC50 in µM where a hit was titrated | 0.007% of 200,000 active; in the data active = displacement above about 50%; note: a part of the inactive calls stands beside numbers as strong as those of hits
# MgcRacGAP inhibition – MgcRacGAP GTPase-activating activity inhibitors, confirmation, biochemical, ADP Hunter fluorescence | MgcRacGAP-stimulated Rac1 GTP hydrolysis, ADP Hunter fluorescence; higher % means a stronger effect; GST-tagged Rac1 F28L mutant substrate | one-dose inhibition, % at 30 µM; IC50 in µM for titrated hits | 0.6% of 340,000 active | AID 624330;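 active = first-screen hits whose inhibition reached a set limit at any dose in the follow-up dose series; inconclusive = inhibition above the set first-screen limit but never retested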;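 note: fluorescence reports GDP produced by GAP-driven GTP hydrolysis; strong numbers were not always called active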
# SIAH1 antagonists – Siah-1 peptide-binding antagonists, primary screen, biochemical, fluorescence polarization, rhodamine-plectin, uHTS (AID 1817) | Siah-1 / rhodamine-plectin peptide fluorescence polarization; higher % means a stronger effect | displacement, % at 20 µM, or IC50 in µM where a hit was titrated | 0.02% of 290,000 active;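 active = displacement of at least 50% at 20 µM, with a fluorescence ratio check between 0.3 and a set limit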;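 note: plate controls were Siah plus tracer with DMSO for no effect and tracer alone without Siah for full effect; strong numbers were not always called active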
# Active calls of the source: *; ? = inconclusive; · = no result given.
SMILES,HIV fusion peptide,LYP phosphatase,AID2073,Large T inhibition,Dengue-2 NS5 capping,RSV antiviral HEp-2,XIAP antagonists,MgcRacGAP inhibition,SIAH1 antagonists
Cc1cccc(/C(N)=N/OC(=O)CCCc2ccccc2)c1,1.3%,-10%,5%,7%,-1%,0.2%,·,4%,-2%
COc1ccc(S(=O)(=O)N(Cc2ccccc2)c2ccccc2C(=O)O)cc1,1.5%,-2%,6%,5%,5%,3.8%,·,11%,6%
Cc1ccc(-c2csc3nc(C)n(-n4c(C)ccc4C)c(=O)c23)o1,-0.5%,-3%,39%,17%,-19%,0.5%,-6.9%,-1%,5%
C/C(=N\NC(=O)c1ccc(-c2ccccc2)cc1)C1C(=O)c2ccccc2C1=O,6.2%,-5%,23%,4%,6%,6.8%,-2.6%,4%,1%
Cc1cc(C)c(OCCN2CCCC2)c(Cl)c1,-0.1%,-4%,11%,12%,-5%,0.8%,·,16%,6%
O=C(Nc1cccc2ccccc12)c1cccc([N+](=O)[O-])c1,0.2%,-15%,0%,11%,-4%,2.7%,·,6%,-2%
Cc1cc(C(=O)CN2C(=O)NC3(CCCc4ccccc43)C2=O)c(C)n1Cc1ccco1 (stereo not drawn),-0.1%,2%,4%,2%,·,·,-4.4%,·,0%
O=C(Nc1nnc(CCN2CCCCC2)s1)c1ccc(Cl)cc1Cl,-0.5%,-8%,-9%,10%,-3%,·,·,2%,-1%
CC1CCc2nn(CC(=O)Nc3ccc(F)cc3F)cc2C1 (stereo not drawn),-2.6%,-2%,2%,-1%,9%,-0.7%,-1.6%,4%,5%
Cc1ccc(N(CC(=O)NC2CCCC2)C(=O)CCC(=O)Nc2ccccn2)cc1C,1.3%,-10%,8%,-9%,-4%,0.4%,·,5%,-4%
CC1=NCCN1S(=O)(=O)c1cccc([N+](=O)[O-])c1,1.1%,-4%,12%,10%,-4%,1.5%,-2.3%,5%,10%
CCOC(=O)c1ccccc1NC(=O)Cn1cnc2c(cnn2-c2ccccc2)c1=O,-0.1%,-1%,5%,10%,-2%,-0.1%,-4.1%,11%,3%
CCN(N=Nc1cccc([N+](=O)[O-])c1)c1cccc([N+](=O)[O-])c1,-0.1%,-5%,3%,19%,1%,1.7%,-3.4%,-3%,1%
COc1ccccc1Cn1cccc1C=O,0.0%,-11%,0%,-6%,-8%,-0.2%,-7.6%,4%,-1%
C[C@H](NC(=O)c1ccc2ccccc2c1)C(=O)N1CCC2(CC1)NCCc1[nH]cnc12,1.4%,-4%,1%,10%,-13%,1.0%,·,13%,0%
N#Cc1cc2ccccc2nc1SCc1cccnc1,0.9%,-3%,4%,7%,9%,1.4%,-6.7%,4%,4%
COc1ccc(C(=O)[C@H]2[C@H]3C(=O)N(c4ccc(C)cc4)C(=O)[C@H]3C3C=CC=NN32)cc1 (stereo partly drawn),4.6%,1%,14%,5%,·,·,·,·,-7%
COCCNC(=O)Cn1cc(C(=O)c2ccco2)c2ccccc21,3.8%,-2%,-9%,15%,-5%,-0.8%,-0.9%,9%,0%
CCn1c(SCc2nc3sc(C(=O)O)c(C)c3c(=O)[nH]2)nnc1-c1ccc(Cl)cc1,2.0%,2%,0%,15%,-11%,0.7%,-11%,1%,3%
O=C(c1ccccc1Br)N1CCN(Cc2ccc3c(c2)OCO3)CC1,-1.1%,-12%,4%,22%,-2%,6.7%,·,-6%,1%
COc1ccc(C(=O)Oc2ccc(Br)cc2C(=S)N2CCOCC2)cc1,-1.5%,2%,-6%,-1%,-4%,0.0%,·,-1%,-2%
c1ccc(CN(Cc2ccccc2)c2nn[nH]n2)cc1,1.3%,-5%,10%,7%,-5%,0.1%,-12%,3%,1%
COc1cc(/C=N/NC(=O)C(=O)NCc2cccnc2)cc(OC)c1OC,0.2%,-5%,8%,20%,-1%,1.1%,-4.9%,7%,2%
COc1ccc(NC(=S)NCc2ccccc2Cl)c(OC)c1,-1.0%,-4%,6%,-8%,-7%,8.6%,·,-7%,2%
CCC(C)NC(=O)CNC(=S)N(Cc1ccccc1F)C1CCCCC1 (stereo not drawn),-0.9%,-1%,-15%,5%,-8%,-1.5%,-7.8%,-2%,-2%
COc1ccc(-c2ccc(CCC(=O)O)n2CC2CCCO2)cc1 (stereo not drawn),5.0%,-1%,9%,1%,0%,-0.4%,-0.2%,-6%,1%
Cc1ccc(NCc2nnc(SCC(=O)Nc3ccccc3)n2CC2CCCO2)c(C)c1 (stereo not drawn),-0.8%,6%,6%,2%,1%,2.0%,-3.2%,4%,-1%
CCOC(=O)c1ccc(NC(=O)C(=O)NCC2(c3ccc(OC)cc3)CCOCC2)cc1,-0.1%,-8%,1%,12%,1%,3.1%,·,15%,-2%
CCCCNC(=O)COC(=O)c1ccc(SC)cc1OC,-0.3%,-3%,1%,7%,·,1.3%,-1.7%,1%,1%
CC(C)CCn1c(=O)c2ccccc2n2c(CN3C(=O)NC4(CCC(C)CC4)C3=O)nnc12 (stereo not drawn),-3.0%,-4%,12%,13%,-9%,8.7%,-3.1%,5%,-4%
Oc1cccc(/C=N/n2c(C3CCCCC3)n[nH]c2=S)c1,0.5%,-10%,-23%,5%,-3%,1.2%,·,·,1%
COC(=O)CCC(=O)Nc1sc2c(c1C#N)CCCC2,0.8%,-7%,-11%,5%,-4%,4.4%,-5.0%,5%,-4%
CCOC(=O)Cc1cc(-c2ccc(F)cc2)nc2ccc3ccccc3c12,-1.6%,-3%,0%,21%,-3%,1.7%,-4.5%,6%,-5%
Cc1ccc(N(Cc2ccccc2)C(=O)c2cccc(S(=O)(=O)N3CCOCC3)c2)cc1,·,·,·,20%,-4%,5.3%,·,4%,·
CCCCN(C(=O)C1CCN(C(=O)c2ccccc2C)CC1)c1c(N)n(CCCC)c(=O)[nH]c1=O,0.6%,-9%,7%,4%,-1%,0.1%,·,4%,4%
Cc1ccccc1OCC(=O)NN1CCN(C)CC1,-0.4%,-2%,20%,2%,-11%,0.5%,0.5%,10%,-1%
CN(C)S(=O)(=O)N(CC(=O)N(Cc1ccccc1)Cc1ccccc1)c1ccccc1,-0.6%,9%,3%,8%,-1%,4.0%,4.7%,7%,-2%
Cc1ccn2cc(C(=O)NC3CCN(Cc4ccccc4)CC3)nc2c1,15%,-4%,10%,1%,-2%,0.0%,3.3%,4%,7%
CC(C)CN1CCN(CCCc2ccccc2)C(CCO)C1 (stereo not drawn),-0.9%,-9%,-2%,5%,-6%,0.7%,·,8%,1%
CCn1c(-c2ccccc2Cl)nn(CC(=O)NCCc2ccccc2)c1=S,0.8%,-3%,-8%,-4%,-3%,2.7%,-9.1%,7%,16%

# One compound at a time (already shown).
# Entry for CCCCNC(=O)COC(=O)c1ccc(SC)cc1OC → HIV fusion peptide: -0.3%; LYP phosphatase: -3%; AID2073: 1%; Large T inhibition: 7%; Dengue-2 NS5 capping: ·; RSV antiviral HEp-2: 1.3%; XIAP antagonists: -1.7%; MgcRacGAP inhibition: 1%; SIAH1 antagonists: 1%
# Entry for CCCCN(C(=O)C1CCN(C(=O)c2ccccc2C)CC1)c1c(N)n(CCCC)c(=O)[nH]c1=O → HIV fusion peptide: 0.6%; LYP phosphatase: -9%; AID2073: 7%; Large T inhibition: 4%; Dengue-2 NS5 capping: -1%; RSV antiviral HEp-2: 0.1%; XIAP antagonists: ·; MgcRacGAP inhibition: 4%; SIAH1 antagonists: 4%
# Entry for CN(C)S(=O)(=O)N(CC(=O)N(Cc1ccccc1)Cc1ccccc1)c1ccccc1 → HIV fusion peptide: -0.6%; LYP phosphatase: 9%; AID2073: 3%; Large T inhibition: 8%; Dengue-2 NS5 capping: -1%; RSV antiviral HEp-2: 4.0%; XIAP antagonists: 4.7%; MgcRacGAP inhibition: 7%; SIAH1 antagonists: -2%

# Next part.
SMILES,HIV fusion peptide,LYP phosphatase,AID2073,Large T inhibition,Dengue-2 NS5 capping,RSV antiviral HEp-2,XIAP antagonists,MgcRacGAP inhibition,SIAH1 antagonists
O=C(Nc1ccccc1F)Nc1ccccc1Br,-0.7%,-5%,1%,-2%,-5%,8.0%,-1.0%,6%,2%
Cc1nn(C)cc1S(=O)(=O)N1CCN(Cc2ccccc2Cl)CC1,1.6%,3%,-3%,5%,-7%,0.7%,-7.7%,-1%,2%
COc1cc(NS(=O)(=O)c2ccc(NC(C)=O)cc2)nc(OC)n1,-2.4%,-1%,-6%,20%,7%,1.4%,-5.3%,6%,2%
COc1cc(/C=C2\CCc3c2nc2ccccc2c3C(=O)O)cc(OC)c1OC,16%,-5%,?,35µM*,16%,2.6%,·,25%,14%
CCSc1nnc2n(-c3ccc(OC)cc3)c(=O)c3c4c(sc3n12)CCCC4,-1.6%,0%,5%,3%,-1%,·,-3.0%,-4%,-4%
O=C(Nc1ccc(Oc2cccnc2)cc1)C1CCN(Cc2ccccc2F)CC1,-0.6%,-10%,-4%,·,3%,·,·,5%,10%
CCC(=O)Nc1ccc(N2CCN(Cc3ccccc3)CC2)cc1,2.7%,-5%,-8%,22%,-5%,0.6%,-2.2%,10%,3%
O=C(NC(=S)Nc1cccc(Cl)c1N1CCCC1)c1ccc(-c2cccc([N+](=O)[O-])c2)o1,-4.8%,8%,-18%,2%,-6%,8.5%,-6.6%,3%,-1%
CCCCC(CCC(=O)O)(C(=O)OCC)c1csc(Nc2ccc(C)cc2)n1 (stereo not drawn),13%,2%,17%,21%,3%,2.8%,-0.2%,15%,0%
O=C(O)CCN(Cc1ccccc1)S(=O)(=O)c1c(Cl)cccc1Cl,-0.1%,-3%,-4%,2%,1%,1.6%,3.2%,14%,-2%
Cc1ccccc1OCCNC(=O)c1ccc2ccccc2n1,-0.8%,1%,-3%,4%,6%,23%,-4.3%,10%,-2%
COc1ccc(CNC/C=C/c2ccccc2)cc1,1.4%,-9%,8%,16%,-2%,-0.6%,·,8%,2%
Cc1cc(C)cc(NC(=O)c2cc(C)nn2C)c1,3.0%,-6%,4%,1%,-2%,1.2%,-5.4%,10%,4%
O=C(Nc1cscc1S(=O)(=O)c1ccccc1)c1ccccc1Cl,0.0%,-2%,7%,3%,·,0.9%,·,·,1%
COc1ccnc(Oc2ccc(C)cc2C)c1C#N,1.1%,-8%,-4%,4%,-2%,0.1%,-0.8%,5%,5%
COc1ccc(C)cc1NC(=O)C1CCCCC1C(=O)O (stereo not drawn),-2.5%,-4%,3%,2%,2%,-0.2%,-14%,2%,0%
O=C(COC(=O)/C=C/c1ccccc1F)Nc1nnc(-c2ccccc2)o1,·,·,·,8%,-1%,-0.2%,·,-2%,·
C=CCn1c(SCC(=O)Nc2nccs2)nnc1-c1ccco1,0.0%,-10%,-5%,3%,4%,1.7%,-4.1%,-2%,-2%
S=c1nc2ccccc2c2nc(-c3ccccc3Cl)[nH]n12,1.6%,-8%,-42%,9%,5%,1.3%,·,5%,4%
Cc1ccc(C(=O)NC(=S)Nc2ccc(NC(=O)c3cccs3)cc2)cc1[N+](=O)[O-],-4.2%,0%,-1%,8%,0%,3.3%,-7.2%,5%,9%
CC(C)CC(=O)Nc1ccc(C(=O)NN2C(=O)c3ccccc3C2=O)cc1,-0.6%,-2%,6%,-1%,-4%,0.6%,-6.4%,3%,6%
